IAP activation – activators of mouse IAP, confirmation, biochemical, luminescence, single concentration (AID 434970). intestinal alkaline phosphatase [Mus musculus]. purified mouse IAP, CDP-Star luminescence, 30 min; hits give low values. activity change, negative = activation, % at 10 µM. 11,000 tested, 2.9% active; in the data active = activity change below about -85%;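 note: percent relative to enzyme plus DMSO wells and wells without enzyme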
IAP activation Fold change – second read-out of IAP activation, no call of its own (marks repeat the call); activation factor; measured here: IAP activation factor; hits give high values;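 fold luminescence change scaled to plate control wells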
* hit, by the source's call. Not all compounds are listed, so the mix of outcomes need not match the whole.

SMILES	IAP activation	IAP activation Fold change
O=C(NCCc1c[nH]c2ccccc12)c1cccc(S(=O)(=O)Nc2ccccc2Cl)c1	-22.6	1.23
COc1ccccc1N1CCN(C(=O)c2ccc(CN3CCc4ccccc4C3)cc2)CC1	4.6	0.954
O=C(CNCCO)NC12CC3CC(CC(C3)C1)C2	-1.5	1.02
CC[C@]12c3[nH]c4cc(-c5ccco5)ccc4c3CCN1C(=O)[C@@H](CC(=O)NCCN1CCOCC1)C[C@@H]2C(=O)N1CCN(C(=O)C2CC2)CC1	1.3	0.987
O=C(O)C12CC3CC(C1)CC(n1ncc(N4CCN(c5ccccc5)CC4)c(Cl)c1=O)(C3)C2	7.4	0.926
NC(=O)C1CCN(CC(=O)Nc2ccccn2)CC1	7.8	0.922
CCOCCOCN(C#N)c1nc(OC)nc(N(C)C)n1	-2.0	1.02
COc1ccc(C2C(C(=O)OCC(=O)N3CCCCC3)CCC(=O)N2c2ccc(OC)cc2)cc1 (configuration not stated)	1.7	0.983
CNS(=O)(=O)c1ccc(C)cc1	5.8	0.943
NS(=O)(=O)c1ccc(CCNC(=O)C2Cc3ccccc3CN2C(=O)c2ccco2)cc1 (configuration not stated)	7.5	0.924
O=C1/C(=C\c2ccc3ccccc3c2)CCCc2ccccc21	15.1	0.849
CC1=C(C(=O)OC(C)C)C(c2cccs2)N2C(=O)C(C)SC2=N1 (configuration not stated)	18.9	0.811
N#Cc1c(SCC(=O)Nc2nc3ccc(Br)cc3s2)sc2c(O)cc(=O)[nH]c12	71.8	0.282
Cc1cc(C(F)(F)F)nn1CC(=O)Nc1ccc(Br)c2cccnc12	6.0	0.94
Cn1cccc1/C=C1\SC(=S)N(Nc2ccccc2)C1=O	49.7	0.502
O=C(c1cc(NC(=O)C23CC4CC(CC(C4)C2)C3)cc(NC(=O)C23CC4CC(CC(C4)C2)C3)c1)N1CCCCC1	-106.3*	2.06*
COc1cccc2cc(C(=O)N(C)C)c(=O)oc12	7.2	0.928
O=C(N[C@@H]1c2ccccc2CC[C@@H]1OCc1ccccc1)c1ccc(-c2ccccc2)cc1	2.7	0.973
COc1cc(-c2nnc(COC(=O)C3c4ccccc4Oc4ccccc43)o2)cc(OC)c1OC	9.1	0.909
Fc1ccc(C2CC(c3cccs3)=NN2c2ccccc2)cc1 (configuration not stated)	-67.1	1.67
O=C(O)C1CC(O)CN1C(=O)c1ccco1 (configuration not stated)	-11.8	1.12
O=C(COC(=O)CC12CC3CC(CC(Br)(C3)C1)C2)NC(=O)NCc1ccco1	-5.9	1.06
COc1ccc(-n2c(=O)[nH]cc(C(=O)Nc3ccc4c(c3)OCCO4)c2=O)cc1	2.5	0.975
COCCNC(=O)C1c2cc(OC)c(OC)cc2C(=O)N(C)C1c1cccnc1 (configuration not stated)	4.0	0.96
COC(=O)c1ccc(S(=O)(=O)N2CCCCCC2)cc1	12.6	0.874
Cn1c(=N)c(S(=O)(=O)c2ccc(F)cc2)cc2c(=O)n3ccccc3nc21	8.0	0.92
CCN(CC)S(=O)(=O)c1ccc(Cl)c(C(=O)Oc2cccnc2)c1	8.1	0.919
COC(=O)c1ccccc1NC(=O)Nc1ccc2c(c1)OCO2	-8.0	1.08
Cn1c(COc2ccccc2)nnc1SCc1cc(=O)[nH]c2ccccc12	6.0	0.94
CC(C)NC(=O)N(C)C[C@H]1Oc2ccc(NC(=O)Nc3ccc(C(F)(F)F)cc3)cc2C(=O)N([C@H](C)CO)C[C@@H]1C	-96.3	1.96
COCCN1C(=O)C(CC(=O)Nc2ccccc2)SC1=Nc1ccc(OC)cc1 (configuration not stated)	-4.5	1.04
O=C(/C=C/Nc1cccc(F)c1)c1ccco1	0.7	0.993
COc1ccc(-c2noc(CCCC(=O)N3CCN(c4cc(C)ccc4C)CC3)n2)cc1	0.0	1
COc1cccc(CC(NC(C)=O)C(=O)NC2CCN(c3nc(C)cc(C)c3C#N)CC2)c1 (configuration not stated)	7.9	0.921
CC1=C(C(=O)OC2CCCCCCC2)C(c2cc3c(cc2Br)OCO3)CC(=O)N1 (configuration not stated)	0.9	0.991
Cc1cc(C)c(C#N)c(SCC(=O)N(C)C2CCCCC2)n1	5.7	0.944
CC(C)CC(c1nnnn1Cc1cccs1)N1CCN(c2nc3ccccc3s2)CC1 (configuration not stated)	1.5	0.985
COc1cccc(CNn2cnnc2)c1OCc1ccc(F)cc1	3.9	0.962
CCOc1cc(/C=N/Nc2nc(-c3cccs3)c(NC(C)=O)s2)ccc1O	43.9	0.561
CC1=C(C(=O)Nc2ccccc2)C(c2ccc(C)o2)n2c(s/c(=C\c3ccco3)c2=O)=N1 (configuration not stated)	65.1	0.349
COc1ccc(CN(CC(O)COCc2ccccc2)S(=O)(=O)c2ccccc2Br)cc1 (configuration not stated)	-11.0	1.11
Cc1cccc2sc(NC(=O)CCNS(=O)(=O)c3cccc4nonc34)nc12	3.4	0.966
N#CCCC12CCCCC1=Nc1ccccc12 (configuration not stated)	4.8	0.952
COc1ccc(-n2nc(C(=O)NCc3ccco3)c3c4ccccc4n(C)c3c2=O)cc1Cl	-6.7	1.07
CC(C)(C)n1nnnc1C(c1cccs1)N1CCN(Cc2ccc3c(c2)OCO3)CC1 (configuration not stated)	4.3	0.957
COc1ccc(-c2noc(CCC(=O)N3CCN(c4ccc(Br)cc4)CC3)n2)cc1	-10.4	1.1
Cc1ccc(S(=O)(=O)N2C[C@@H]3CCCC[C@@H]3[C@@H](C)[C@H]2c2cn(Cc3ccccc3)c3ccc(F)cc23)cc1	-4.9	1.05
CCSc1nnc(NC(=O)c2cccc(OCc3c(C)noc3C)c2)s1	4.9	0.951
Cc1cc(C)n(-c2cc(N3CCN(C(=O)c4ccc(C(C)(C)C)cc4)CC3)ccc2[N+](=O)[O-])n1	14.2	0.859
CC(C)N(C(=O)[C@H]1C[C@H](CC(=O)NCCc2ccccn2)C(=O)N2CCc3c([nH]c4cc(CCC(=O)N(C)C)ccc34)[C@]12C)C(C)C	0.5	0.996
O=C(N/N=C/c1ccc[nH]1)c1ccc2c(c1)OCO2	63.6	0.364
CCOC(=O)c1sc(NC(=O)Nc2ccccc2Cl)cc1C	-89.1	1.89
O=C(O)CSc1nnc(CNc2ccccc2Cl)n1-c1ccccc1	8.8	0.912
CCN(CC)C(=O)CN(c1ccc(C)cc1)S(=O)(=O)c1ccc(SC)cc1	-1.6	1.02
COc1ccc(N(CC(=O)Nc2ccc3c(c2)OCO3)S(=O)(=O)c2ccccc2)c(OC)c1	-7.3	1.07
CC(C)[C@@H](CO)NS(=O)(=O)c1ccc(Br)cc1F	6.2	0.938
O=C(NC(=S)NC1CC1)c1cccnc1	-0.7	1.01
COc1ccc(C(=O)OCC(=O)Nc2ncc([N+](=O)[O-])s2)cc1OC	75.5	0.245
CCOc1cc(C(=O)OCC(=O)c2c[nH]c3ccccc23)ccc1OCC(=O)N1CCOCC1	10.2	0.898
CCOC(=O)c1c(NC(=O)COC(=O)c2c(C)noc2C)sc2c1CCC2	-3.9	1.04
The results go on:
SMILES	IAP activation	IAP activation Fold change
C/C(=N/NC(=O)c1ccc(C)s1)c1cccc(NC(=O)COc2ccc(Cl)cc2C)c1	7.9	0.921
Nc1nc(Nc2ccccc2)nc2ccccc12	12.9	0.871
C/C(=N/NS(C)(=O)=O)c1ccc2ccccc2c1	-2.7	1.03
CCc1nccn1C(=O)c1cnn2c(C(F)F)cc(-c3ccccc3)nc12	4.4	0.956
O=C(c1cc2ccccc2oc1=O)N(Cc1cccs1)Cc1ccccc1Cl	7.5	0.925
FC(F)(F)c1nc(N2CCCC2)ncc1-c1nnnn1-c1ccccc1	9.8	0.901
CC(C)c1ccc(NC(=O)C2CC(=O)Nc3nc4ccccc4n32)cc1 (configuration not stated)	-138.0*	2.38*
CCn1nc(C(=O)OCC(=O)N2c3ccccc3CC2C)c2ccccc2c1=O (configuration not stated)	4.3	0.957
CCC1=Nc2cc(C(=O)NCCCOC)ccc2Sc2ccccc21	12.4	0.876
COc1ccc(NC2=NCCC(=O)N2Cc2cccs2)cc1	-8.7	1.09
O=C1CCCCN1CC(=O)N1CCCC(Nc2ccc(F)cc2)C1 (configuration not stated)	14.1	0.859
Cc1nc(-c2ccc3c(c2)OCO3)cs1	8.0	0.92
NC(=O)c1c(N)sc(=S)n1CC1CCCO1 (configuration not stated)	10.4	0.895
CCN(CC(=O)Nc1c(C(=O)OC)[nH]c2ccc(C)cc12)c1ccc2c(c1)OCO2	6.7	0.933
CN1CCN(Cc2cc(=O)oc3cc4c(cc23)CCC4)CC1	-3.1	1.03
COc1ccc(Cl)cc1NC(=S)NCCC(c1ccccc1)c1ccccc1	-107.2*	2.07*
COc1ccccc1Cn1c(=O)c2ccccc2n2c(Sc3ncnc4sccc34)nnc12	8.0	0.92
O=C(CS(=O)(=O)Cc1ccccc1)N1CCN(c2cccc(C(F)(F)F)c2)CC1	9.3	0.907
Cc1ccc(OC(F)F)c(NC(=O)Nc2cccc(C(F)(F)F)c2)c1	-60.4	1.6
O=C(/C=C/c1ccco1)NC(=S)Nc1ccc(C(=O)O)cc1	66.7	0.333
CC(=O)OC1COC(N2CCc3cc(Br)c([N+](=O)[O-])cc32)C(OC(C)=O)C1OC(C)=O (configuration not stated)	15.9	0.841
CN(CC(O)COc1ccc(S(=O)(=O)N2CCOCC2)cc1)C1CCCCC1 (configuration not stated)	9.7	0.903
O=C(Cn1ccsc1=NC(=O)c1ccco1)c1ccccc1	6.3	0.937
O=C(CCc1ccccc1)N[C@@H]1c2ccccc2CC[C@H]1OCc1ccccc1	-25.4	1.25
Cc1ccc2c(c1)c(C)c(C)n2CC(O)CN1CCOCC1 (configuration not stated)	5.0	0.95
CN1CC(=O)N(CC(=O)Nc2ccc(F)cc2)c2ccccc2C1=O	-10.8	1.11
COc1ccc(OC)c(C(=O)NC(CC(N)=O)c2ccc(NCc3ccc(F)c(F)c3)c([N+](=O)[O-])c2)c1 (configuration not stated)	0.5	0.995
Cc1csc(SCC(=O)N2CCN(S(=O)(=O)c3ccc(Cl)cc3)CC2)n1	2.2	0.977
CCOc1ccc(C(C)NC(=S)NCc2ccc(Cl)cc2)cc1 (configuration not stated)	-53.4	1.53
CC1=C(C#N)C(=O)N(C2CCS(=O)(=O)C2)C(=O)/C1=C\c1ccco1 (configuration not stated)	31.6	0.683
Cc1cc(=O)c2cc(Br)ccc2[nH]1	5.7	0.944
CCc1c(C)c2c(C)nn(-c3ccccc3)c2oc1=O	4.9	0.951
Cc1c(NC(=O)c2cccs2)cccc1C(=O)O	8.0	0.92
CCOC(=O)CCn1nc(-c2ccccc2)cc1N	-10.6	1.11
CC(=O)Nc1ccc(S(=O)(=O)Nc2cccc(NC(=O)C(C)(C)C)c2)cc1	-11.8	1.12
Cc1nnc(SCCC(C)C)[nH]c1=O	-12.6	1.13
O=C(NCC(=O)N(CC1CCCO1)C1(C(=O)NC2CCCCC2)CCCCC1)c1ccccc1 (configuration not stated)	5.9	0.941
Cc1cccc(C(C)(C)C)c1OCCCCN1CCCC1	-7.7	1.08
Cc1ccc(NC(=O)/C(=C\c2cccc([N+](=O)[O-])c2)NC(=O)c2cccs2)cc1	-1.5	1.02
O=C(c1ccco1)N1CCN(c2nc(-c3ccc(F)cc3)cs2)CC1	15.4	0.845
COc1cccc(NC(=S)NC2CC3CCCC(C2)N3CC(C)C)c1 (configuration not stated)	-71.5	1.72
CCC(NC(=S)NC1CCCCC1)c1ccc(C(C)C)cc1 (configuration not stated)	-51.0	1.51
CC1CC(C)CN(C(=O)c2ccccc2Nc2ccc(SC(F)F)cc2)C1 (configuration not stated)	-0.9	1.01
Cc1ccc(CN(C(=O)c2sc3ccccc3c2Cl)C2CCS(=O)(=O)C2)cc1 (configuration not stated)	6.0	0.94
COc1ccc(NC(=O)c2ccccc2NC(=O)COc2ccccc2)cc1	-5.8	1.06
Cc1ccc(NC(=O)N/C=C/c2ccccc2)cc1	-55.5	1.56
CC(C)c1ccc(NC(=O)C(c2ccccc2)N2CCC3(CC2)OCCO3)cc1 (configuration not stated)	-1.8	1.02
Cc1ccc(C2/C=C\CC(NC(=O)OCC3c4ccccc4-c4ccccc43)CC(=O)N2Cc2ccccc2)cc1 (configuration not stated)	-21.3	1.21
Cc1ccc(C2=NC(=O)/C(=C/c3cc(O)c(O)c(Br)c3)S2)cc1	59.9	0.4
Cc1noc(C)c1NC(=O)N(C)C[C@H]1Oc2ccc(NC(=O)Nc3ccc(C(F)(F)F)cc3)cc2C(=O)N([C@H](C)CO)C[C@@H]1C	-65.1	1.65

15 structures already listed, arranged by formula weight, largest number first:
SMILES	IAP activation	IAP activation Fold change
Cc1ccc(C2/C=C\CC(NC(=O)OCC3c4ccccc4-c4ccccc43)CC(=O)N2Cc2ccccc2)cc1 (configuration not stated)	-21.3	1.21
O=C(NCC(=O)N(CC1CCCO1)C1(C(=O)NC2CCCCC2)CCCCC1)c1ccccc1 (configuration not stated)	5.9	0.941
Cc1ccc(CN(C(=O)c2sc3ccccc3c2Cl)C2CCS(=O)(=O)C2)cc1 (configuration not stated)	6.0	0.94
Cc1ccc(NC(=O)/C(=C\c2cccc([N+](=O)[O-])c2)NC(=O)c2cccs2)cc1	-1.5	1.02
CC(C)c1ccc(NC(=O)C(c2ccccc2)N2CCC3(CC2)OCCO3)cc1 (configuration not stated)	-1.8	1.02
CC1CC(C)CN(C(=O)c2ccccc2Nc2ccc(SC(F)F)cc2)C1 (configuration not stated)	-0.9	1.01
CC(=O)Nc1ccc(S(=O)(=O)Nc2cccc(NC(=O)C(C)(C)C)c2)cc1	-11.8	1.12
COc1ccc(NC(=O)c2ccccc2NC(=O)COc2ccccc2)cc1	-5.8	1.06
COc1cccc(NC(=S)NC2CC3CCCC(C2)N3CC(C)C)c1 (configuration not stated)	-71.5	1.72
O=C(c1ccco1)N1CCN(c2nc(-c3ccc(F)cc3)cs2)CC1	15.4	0.845
Cc1cccc(C(C)(C)C)c1OCCCCN1CCCC1	-7.7	1.08
Cc1c(NC(=O)c2cccs2)cccc1C(=O)O	8.0	0.92
CCOC(=O)CCn1nc(-c2ccccc2)cc1N	-10.6	1.11
Cc1ccc(NC(=O)N/C=C/c2ccccc2)cc1	-55.5	1.56
Cc1nnc(SCCC(C)C)[nH]c1=O	-12.6	1.13

Compound activity as filed in PubChem BioAssay.
